Bioassay records deposited in PubChem BioAssay by Sanford-Burnham Center for Chemical Genomics.
Jurkat NFkB inh: inhibitors of the PMA/ionomycin-induced NF-kB reporter in Jurkat cells; PMA/ionomycin-induced NF-kB luciferase reporter, luminescence; inhibition, % at 4 µM; 330,000 tested, 0.53% active; AID 435003; in the data active = inhibition above about 50%
CXCR6 inh: inhibitors of human CXCR6 receptor; 360,000 tested, 0.36% active; CHO-K1 PathHunter CXCR6 beta-arrestin, luminescence; inhibition, % at 20 µM; O00574; AID 602244; in the data active = inhibition above about 34%, passing the limit was not always enough;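 also: antagonist mode with CXCL16 agonist at 10 nM final; 0% = 10 nM CXCL16 with DMSO and 100% = unstimulated wells without agonist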
Target sequence (O00574 whole entry, looked up): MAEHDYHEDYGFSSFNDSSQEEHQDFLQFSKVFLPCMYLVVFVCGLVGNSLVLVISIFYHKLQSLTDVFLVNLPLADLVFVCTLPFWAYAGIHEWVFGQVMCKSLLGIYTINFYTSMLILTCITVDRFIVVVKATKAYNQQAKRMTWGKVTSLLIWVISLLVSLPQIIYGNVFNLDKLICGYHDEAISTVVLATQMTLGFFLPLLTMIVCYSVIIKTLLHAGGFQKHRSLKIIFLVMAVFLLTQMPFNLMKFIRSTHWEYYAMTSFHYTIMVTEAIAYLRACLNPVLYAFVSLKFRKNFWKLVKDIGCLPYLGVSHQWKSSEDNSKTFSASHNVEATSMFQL
EBI2 block: antagonists of human EBI2 receptor; EBI2 beta-arrestin recruitment, luminescence, 7a,25-OHC stimulated; inhibition, % at 5 µM; 360,000 tested, 0.81% active; AID 651636; in the data active = inhibition above about 38%;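 also: enzyme fragment complementation signal reports receptor beta-arrestin coupling in cells; 0% = agonist plus DMSO wells and 100% = wells without agonist; some results beyond the cut were filed as inactive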
Target sequence (P32249 whole entry, looked up, the tested form may be a part): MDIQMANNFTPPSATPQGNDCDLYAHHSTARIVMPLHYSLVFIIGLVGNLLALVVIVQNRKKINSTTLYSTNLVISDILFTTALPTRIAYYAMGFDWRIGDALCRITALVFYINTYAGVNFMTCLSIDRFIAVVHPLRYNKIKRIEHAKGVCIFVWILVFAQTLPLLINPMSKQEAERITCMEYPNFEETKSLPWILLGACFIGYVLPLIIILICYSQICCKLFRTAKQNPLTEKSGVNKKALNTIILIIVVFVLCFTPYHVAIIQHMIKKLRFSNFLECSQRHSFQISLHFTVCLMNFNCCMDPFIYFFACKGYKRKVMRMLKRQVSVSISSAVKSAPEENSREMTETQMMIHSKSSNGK
UPR XBP1 act: adaptive UPR (XBP1) activation; CHO-XBP1 luciferase reporter, IRE1-XBP1 UPR activation, luminescence; percent of tunicamycin response, DMSO as zero; activation, % at 20 µM; 330,000 tested, 0.33% active;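 active = versus positive control, 20 µM dose yields 30% or more activation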;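 also: 100% = tunicamycin at 10 µg/mL and 0% = DMSO only wells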
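Assay system: CHO-XBP1 luciferase reporter cells; Schedule: 6 h treatment, 37 °C; Detection: glow luminescence from Steady-Glo reagent; Benchmarks: high control tunicamycin 10 µg/mL final, low control DMSO vehicle only.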
Mdm2 MdmX PPI: disrupts the human Mdm2-MdmX interaction; SaOS-2 split-luciferase Mdm2/MdmX complementation, luminescence; AID 485346; 330,000 tested, 3% active; O15151+Q00987; inhibition, % at 8 µM;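 active = inhibition of at least 50% at 8 µM in the primary screen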
UPR CHOP act: activators of apoptotic arm of unfolded protein response (CHOP); AID 449763; 330,000 tested, 0.34% active; activation, % at 10 µM; CHO-CHOP luciferase reporter, UPR activation, luminescence; percent of tunicamycin response over DMSO baseline;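 active = at 10 µM dose, activation of 40% or more, normalized to positive control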;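 also: 100% = tunicamycin at 10 µg/mL and 0% = DMSO alone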
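measured by = luciferase luminescence | assay system = CHO-CHOP cells, stable luciferase reporter of PERK-eIF2a-CHOP signalling | amount = 500 reporter cells seeded per well | timing = 6 h compound exposure at 37 °C after overnight seeding | controls = positive tunicamycin 10 µg/mL, negative DMSO alone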
Gli-Sufu block: blocks Gli-Sufu signaling in a luciferase reporter | Sufu-KO-LIGHT fibroblasts, Gli luciferase reporter luminescence | inhibition, % at 5 µM | 340,000 tested, 0.74% active;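 active = inhibition above about 55%, limit read from the data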;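 also: 0% = DMSO-treated cells and 100% = wells with medium but no cells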
CCR6 antag: antagonists of human CCR6 receptor. P51684. inhibition, % at 20 µM. CHO-K1 CCR6 PathHunter beta-arrestin, luminescence, CCL20-stimulated. 340,000 tested, 0.49% active;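 active = compounds whose inhibition of the agonist-driven luminescence signal at 20 µM reaches about 50%, limit read from the data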;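 also: cells stimulated with CCL20 at 14 nM final; plate controls were DMSO with CCL20 for no effect and DMSO without agonist for full effect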
Target sequence (P51684 whole entry, looked up): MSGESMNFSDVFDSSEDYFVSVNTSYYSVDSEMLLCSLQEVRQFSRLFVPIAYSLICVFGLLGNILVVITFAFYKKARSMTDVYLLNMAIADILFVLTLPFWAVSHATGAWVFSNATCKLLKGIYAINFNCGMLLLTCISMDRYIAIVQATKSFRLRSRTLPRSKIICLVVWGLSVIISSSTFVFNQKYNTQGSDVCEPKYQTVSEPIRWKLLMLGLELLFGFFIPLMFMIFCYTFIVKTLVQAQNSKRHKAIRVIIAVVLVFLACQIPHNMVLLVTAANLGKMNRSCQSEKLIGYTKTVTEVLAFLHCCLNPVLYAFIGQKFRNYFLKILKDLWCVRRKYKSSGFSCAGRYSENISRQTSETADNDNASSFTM
697 NFkB inh: inhibitors of the PMA/ionomycin-induced NF-kB reporter in 697 B cells | 697 B-cell NF-kB luciferase reporter, 16 h | inhibition, % at 4 µM | 330,000 tested, 0.33% active; in the data active = inhibition above about 35%
Active calls of the source: *; nt = no result given. Compounds as they come (roughly 5% active in at least one column).

SMILES	Jurkat NFkB inh	CXCR6 inh	EBI2 block	UPR XBP1 act	Mdm2 MdmX PPI	UPR CHOP act	Gli-Sufu block	CCR6 antag	697 NFkB inh
COC(=O)C1=CN(Cc2ccc(OC)cc2)C=C(C(=O)OC)C1c1cc(OC)c(OC)c(OC)c1	-4	1	8	3	-5	0.4	8	8	8
CC(=O)Nc1ccc(/C=C2\CCc3ccccc3C2=O)cc1	-105	4	-26	-3	-24	6.7	-12	7	-123
Cc1ccn2c(Nc3ccccc3C)c(-c3ccncc3)nc2c1	-3	18	1	4	59*	-0.4	-2	1	-21
CCSC1=C(C#N)C(c2cccs2)C(C(=O)OC)=C(C)N1 (configuration not stated)	15	1	-6	-1	-7	1.3	-10	3	12
CN(c1ccc(OCc2ccc([N+](=O)[O-])cc2)cc1)S(=O)(=O)c1ccccc1	4	7	11	-2	2	1.2	28	22	19
CC(OC(=O)CCNS(=O)(=O)c1cccs1)C(=O)Nc1ccc(S(N)(=O)=O)cc1 (configuration not stated)	-12	3	-2	1	-8	-1.6	4	-1	0
CC(C)N1CCN(C(=O)c2ccc(OC3CCN(CCc4ccccc4)CC3)cc2)CC1	2	-3	12	-1	15	0.5	20	-7	-27
COc1ccc(C(=O)N2CCN(Cc3ccccc3C(F)(F)F)CC2)cc1	15	-8	30	-2	6	8.5	-1	-3	-8
Cc1cc2c3c([nH]c2cc1S(=O)(=O)NCc1ccc(CN2CCCCCC2)o1)CCCC3=O	-2	2	2	-2	-11	1.5	38	6	-65
COc1cccc(NC(=S)N(CCCN2CCCC2)Cc2cccn2Cc2ccc(Cl)cc2)c1	-4	8	1	0	56*	0.9	-5	18	21
Cc1cc2c(nn1)CCC/C2=N\O	10	-8	2	3	12	0.2	-3	0	-4
CC(C)(C)NC(=O)NC(=O)CN1CCN(Cc2ccccc2)CC1	1	7	-1	1	25	0.3	-1	-9	0
Cc1ccc(NC(=O)Cn2cc([N+](=O)[O-])nc2C)cc1C	-6	-2	3	-1	26	2.2	23	2	-4
O=C1NC(Cc2ccc(O)cc2)c2nc3cc(Cl)ccc3c(=O)n2-c2cc(Cl)ccc21 (configuration not stated)	nt	-8	9	nt	nt	nt	-2	7	nt
CCOc1ccc(CCNC(=O)/C=C/c2ccco2)cc1OCC	23	-5	3	-2	20	-0.2	6	6	-54

Arranged by count of non-hydrogen atoms (ascending): some entries from above
SMILES	Jurkat NFkB inh	CXCR6 inh	EBI2 block	UPR XBP1 act	Mdm2 MdmX PPI	UPR CHOP act	Gli-Sufu block	CCR6 antag	697 NFkB inh
Cc1cc2c(nn1)CCC/C2=N\O	10	-8	2	3	12	0.2	-3	0	-4
Cc1ccc(NC(=O)Cn2cc([N+](=O)[O-])nc2C)cc1C	-6	-2	3	-1	26	2.2	23	2	-4
CC(=O)Nc1ccc(/C=C2\CCc3ccccc3C2=O)cc1	-105	4	-26	-3	-24	6.7	-12	7	-123
COc1ccc(C(=O)N2CCN(Cc3ccccc3C(F)(F)F)CC2)cc1	15	-8	30	-2	6	8.5	-1	-3	-8
CC(OC(=O)CCNS(=O)(=O)c1cccs1)C(=O)Nc1ccc(S(N)(=O)=O)cc1 (configuration not stated)	-12	3	-2	1	-8	-1.6	4	-1	0
O=C1NC(Cc2ccc(O)cc2)c2nc3cc(Cl)ccc3c(=O)n2-c2cc(Cl)ccc21 (configuration not stated)	nt	-8	9	nt	nt	nt	-2	7	nt
Cc1cc2c3c([nH]c2cc1S(=O)(=O)NCc1ccc(CN2CCCCCC2)o1)CCCC3=O	-2	2	2	-2	-11	1.5	38	6	-65

Next section.
SMILES	Jurkat NFkB inh	CXCR6 inh	EBI2 block	UPR XBP1 act	Mdm2 MdmX PPI	UPR CHOP act	Gli-Sufu block	CCR6 antag	697 NFkB inh
Cc1cccc(C2c3[nH]c4ccccc4c3CCN2Cc2cccn2-c2ncccn2)c1 (configuration not stated)	-25	2	10	-2	35	-1.6	6	10	-14
CC(C)OC(=O)CSc1nnc(-c2cnccn2)n1-c1ccc(Cl)cc1	7	6	7	0	6	-1.8	2	1	7
COc1ccc(NS(=O)(=O)c2ccc(N3CCOCC3)c(NC(=O)c3ccccc3Br)c2)cc1	8	-2	-6	0	-21	-1.3	-6	4	5
CC(=O)Nc1ccc(S(=O)(=O)NCCC(=O)NNC(=O)c2ccccc2O)cc1	-4	2	11	-1	-7	-1.4	-3	1	-18
COCCN1C(=O)C(CC(=O)Nc2ccccc2)SC1=Nc1ccc(OC)cc1 (configuration not stated)	-7	-1	13	-4	-4	0.1	2	11	-1
O=C(/C=C\c1ccc2c(c1)OCO2)NC1(C(=O)Nc2ccc3c(c2)OCO3)CCCCC1	6	7	-3	-4	4	0.2	9	12	24
CN1c2ccccc2C(C)(C)C12CC(CCl)=NO2 (configuration not stated)	-1	0	-2	-1	-28	-3.9	12	-24	15
COc1cccc(OC)c1C(=O)NCCOc1cc(C)cc(C)c1	-3	-10	-11	-2	18	0.0	-17	7	10
NC(=O)N=Nc1c(O)n(Cc2ccccc2)c2ccc(Br)cc12	10	0	8	-2	4	0.8	0	4	-3
Cc1noc(/C=C/N(C)C)c1S(=O)(=O)N1CCCC(C(=O)N2CCc3ccccc32)C1 (configuration not stated)	-21	1	1	0	10	11	32	14	-20
CCN(CC)C(=O)c1sc(N2C(=O)Nc3ccccc3N2O)c(C(=O)OC)c1C	4	5	-9	-1	10	-1.6	-5	-2	16
O=C(CN1C(=O)c2cccnc2C1=O)c1ccccc1	-17	1	-3	1	3	-1.6	-7	6	-19
O=C(N/N=C/c1coc2ccccc2c1=O)c1ccccc1	-5	-10	-5	-1	17	-0.2	1	-3	11
Cc1ccc(C23OC(=O)C(C)(C)C2OC(=O)C3(C)C)cc1 (configuration not stated)	-6	-2	-2	-3	-23	-3.0	-6	-8	-8
Cc1cc(-c2nnc(-c3cc4ccccc4oc3=O)o2)c(C)n1-c1ccccc1	11	12	21	2	-5	3.9	-24	-4	24
COc1ccc(C2NC(=O)N(C)C(C)=C2[N+](=O)[O-])cc1 (configuration not stated)	10	4	-3	-3	-3	3.4	0	2	15
O=C(CN1CCCC1)Nc1ccccc1Sc1ccccc1	16	4	7	-2	12	0.6	13	12	6
CC(C)c1c(O)nc(SCc2ccc(F)cc2)[nH]c1=O	-11	-11	-2	-5	-20	1.1	-18	9	-18
O=S(=O)(Cc1cc(Sc2ccc(Cl)cc2)nc(-c2ccccc2)n1)c1ccccc1	6	7	31	-2	21	-0.4	12	12	-18
C[C@H](CO)N1C[C@H](C)[C@@H](CN(C)S(=O)(=O)c2ccccc2)Oc2c(NC(=O)Cc3ccccc3)cccc2C1=O	12	12	-7	-4	-9	1.2	7	4	8
COc1ccc(-c2nn(-c3ccccc3)cc2/C=N/NC(=O)c2cccc(S(=O)(=O)Nc3ccccc3OC)c2)cc1	-39	-7	9	-1	-9	2.3	-27	11	-52
Cc1cc(C(=O)CSc2nc(N)cc(=O)[nH]2)c(C)n1CC1CCCO1 (configuration not stated)	1	0	3	-2	18	1.9	5	2	5
CC(NC(=O)c1cccc(C(F)(F)F)c1)C1CCCO1 (configuration not stated)	-12	-4	-1	0	-7	-0.1	-1	-14	-1
CN(c1c[nH]c(=O)[nH]c1=O)C1CCCCC1	-10	5	3	-1	-31	-0.1	-24	12	3
O=C(COc1ccccc1)N(Cc1ccco1)C1CCS(=O)(=O)C1 (configuration not stated)	7	1	1	-3	-17	-0.6	3	-4	5
COc1cc([N+](=O)[O-])c(C(=O)N2CCOCC2)c([N+](=O)[O-])c1	-1	-17	-13	-1	19	-0.7	-4	-15	16
Cc1cc(=S)[nH]c2ccccc12	5	-10	-12	-1	7	0.2	23	-9	9
COc1ccccc1N1CCN(S(=O)(=O)CCNC(=O)Cc2ccc(F)cc2)CC1	13	-11	3	-5	32	0.1	-5	-4	-3
Cc1ccc(S(=O)(=O)N2[C@@H](c3ccc(Cl)cc3)C(C(=O)O)=CC[C@H]2c2ccc(C(C)C)cc2)cc1	8	-3	-2	-1	2	-0.7	5	2	14
O=C(N/N=C/c1cccnc1)c1cccc(Br)c1	-11	-5	-1	-2	19	0.4	-17	8	-3
CN(C)S(=O)(=O)c1ccc2oc(SCC(N)=O)nc2c1	-13	-1	-10	-2	-3	-0.6	67*	-22	8
COCCN(C(=O)Nc1ccccc1OC)c1nc2ccccc2s1	0	-8	8	3	11	1.9	-2	11	-19
CC1(C)NC(=O)N(CC(O)COc2ccccc2[N+](=O)[O-])C1=O (configuration not stated)	-1	2	5	-5	12	-1.0	-1	-22	4
CCc1ccc(/C=C2\SC(=S)N(CCC(=O)Nc3cc(C)on3)C2=O)cc1	-3	-3	5	-4	26	-3.6	-13	10	59*
O=C(Nc1ccccc1)Nc1ccc(Oc2ncnc3cc(Cl)ccc23)nc1	5	nt	nt	-4	19	-2.3	10	-1	15
CCN(CC)S(=O)(=O)c1ccc(NC(=O)C2CCCN(C(=O)c3ccc(Cl)cc3)C2)cc1 (configuration not stated)	-12	-3	3	-2	-9	2.7	16	15	-29
Cc1nc(NCc2ccccc2)c(C(N)=O)c2c1COC(C)(C)C2	-5	-2	-9	-2	-6	-2.1	3	-2	19
CC(=O)N(C1=C(N)C(=O)c2ccccc2C1=O)C(C)C	8	-19	-9	-3	28	-0.4	7	1	-3
Cc1ccc(C(=O)Nc2ccc3c(c2)OCO3)cc1NC(=O)c1ccco1	-24	-2	-14	-1	-7	4.6	-12	11	-9
O=[N+]([O-])c1ccc(-c2csc(NN=C3CCCC3)n2)cc1	-20	-5	11	4	-24	2.3	-35	-2	-91
Cn1c(COc2ccc3ccccc3c2)nnc1SCC(N)=O	-6	0	5	-1	-12	-0.1	1	2	3
CCOC(=O)N1CCN(C(=O)CSc2nc3c(c(=O)n2-c2ccccc2OC)SCC3)CC1	4	-3	7	6	-11	-1.9	7	-14	3
CCS(=O)(=O)C1=NSC2=NC(=O)/C(=C\c3cc(C)n(-c4cccc(OC)c4)c3C)C(=N)N21	-35	17	-2	3	18	-1.8	-14	4	-58
O=C(COc1ccc(Cl)cc1)N1CCN(c2ccc([N+](=O)[O-])c(N3CCCCC3)c2)CC1	9	2	78*	2	6	-0.2	5	10	19
CC(Sc1nnc(C2CC2)n1N)C(=O)NC1CCCCC1C (configuration not stated)	17	-5	4	0	3	0.7	-2	-16	-3
Cn1c(NN)nc2sc3c(c2c1=O)CCC3	-2	19	2	-6	15	-0.9	2	33	19
CCOC(=O)C1CCN(C(=O)CN(Cc2ccccc2)S(C)(=O)=O)CC1	9	-1	-4	-3	13	-1.1	-4	1	-3
Cc1nn(-c2ccccc2)c(C)c1/C=N/NC(=O)CSc1nc2ccccc2c(=O)n1-c1ccc(Br)cc1	-17	-6	12	69*	74*	252*	17	7	-6
COc1ccccc1C(=O)N(Cc1nc(-c2ccc(Cl)cc2)no1)C(C)C	3	1	12	-3	14	-1.8	11	6	11
CN1CCC2(CC1)Nc1nc(SCc3ccc(Cl)cc3)nn1C1=C2CN(C)CC1	-1	1	-7	0	53*	-1.0	6	3	24
Cn1c(=O)c2c(nc(NCCNC(=O)c3ccco3)n2Cc2ccccc2F)n(C)c1=O	10	2	-7	0	15	-2.3	-26	7	6
CN(C)c1nc2c(c(N)nn2-c2ccc(Cl)cc2)c(=O)o1	0	8	11	4	-20	0.9	11	-5	-17
